SENP8 block = SENP8 protease inhibitors, primary screen, biochemical, luminescence. purified SENP8, Z-RLRGG-aminoluciferin cleavage. inhibition, % at 10 µM. 330,000 tested, 1.2% active. AID 2540, 2010
Apaf-1 inh = inhibitors of human Apaf-1 apoptosome, primary screen, biochemical, DEVD-Rh110 fluorescence, uHTS; 330,000 tested, 0.71% active; inhibition, % at 20 µM; reconstituted apoptosome caspase-3 activity; Apoptotic protease-activating factor 1 (Homo sapiens), O14727; active means inhibition of at least 40% at 20 µM;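 further: plate controls were DMSO wells for no effect and DEVD-CHO caspase inhibitor wells for full effect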
Target sequence (O14727 whole entry, looked up): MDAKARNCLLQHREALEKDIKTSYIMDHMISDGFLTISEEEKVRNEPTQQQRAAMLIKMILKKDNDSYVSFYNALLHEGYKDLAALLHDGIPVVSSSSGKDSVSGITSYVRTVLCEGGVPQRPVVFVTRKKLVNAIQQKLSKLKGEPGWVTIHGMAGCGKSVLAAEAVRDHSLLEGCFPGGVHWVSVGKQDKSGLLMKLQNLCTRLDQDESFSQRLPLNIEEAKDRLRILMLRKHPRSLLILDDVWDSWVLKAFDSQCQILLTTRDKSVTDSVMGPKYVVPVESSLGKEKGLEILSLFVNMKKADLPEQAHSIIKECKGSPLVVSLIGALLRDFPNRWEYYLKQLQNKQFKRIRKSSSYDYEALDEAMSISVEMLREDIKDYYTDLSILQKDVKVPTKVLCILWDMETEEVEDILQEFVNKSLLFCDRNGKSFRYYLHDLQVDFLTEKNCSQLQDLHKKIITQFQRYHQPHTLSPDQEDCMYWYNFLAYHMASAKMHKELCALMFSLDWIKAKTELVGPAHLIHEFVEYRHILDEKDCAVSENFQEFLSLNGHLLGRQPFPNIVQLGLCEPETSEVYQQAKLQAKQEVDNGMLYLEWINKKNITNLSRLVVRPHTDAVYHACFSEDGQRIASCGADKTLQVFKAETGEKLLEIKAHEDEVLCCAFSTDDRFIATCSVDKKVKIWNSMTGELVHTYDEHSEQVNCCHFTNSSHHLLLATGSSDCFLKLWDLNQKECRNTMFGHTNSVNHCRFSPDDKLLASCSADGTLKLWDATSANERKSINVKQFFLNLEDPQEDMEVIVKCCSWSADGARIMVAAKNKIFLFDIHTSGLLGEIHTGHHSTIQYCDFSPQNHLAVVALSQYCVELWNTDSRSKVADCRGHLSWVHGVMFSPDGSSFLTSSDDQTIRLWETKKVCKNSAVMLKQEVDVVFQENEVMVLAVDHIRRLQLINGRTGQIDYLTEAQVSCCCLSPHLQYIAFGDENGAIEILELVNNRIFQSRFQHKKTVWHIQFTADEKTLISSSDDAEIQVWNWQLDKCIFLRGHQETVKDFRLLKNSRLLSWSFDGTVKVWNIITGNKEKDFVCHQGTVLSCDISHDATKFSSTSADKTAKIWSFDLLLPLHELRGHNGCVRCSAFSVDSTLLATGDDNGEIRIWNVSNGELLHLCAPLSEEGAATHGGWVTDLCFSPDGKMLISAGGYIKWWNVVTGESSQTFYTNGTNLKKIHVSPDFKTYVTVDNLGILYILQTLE
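Material: reconstituted apoptosome with Apaf-1, cytochrome c, caspase-9, procaspase-3, dATP / Buffer or medium: pH 7.5 Hepes buffer with CHAPS, BSA, DTT / Also added: cytochrome c with DEVD-Rh110 / Schedule: compound with Apaf-1, dATP, procaspase-3 30 min, then 50 min reaction, room temperature / Technique: rhodamine 110 fluorescence at Ex 480/Em 540 nm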
SENP7 block = SENP7 protease inhibitors, primary screen, biochemical, luminescence, uHTS; 330,000 tested, 1.5% active; inhibition, % at 5 µM; recombinant SENP7, Z-RLRGG-aminoluciferin luminescence, 40 min; Sentrin-specific protease 7 (Homo sapiens), Q9BQF6; AID 434973, 2010;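 active means inhibition above about 50% at the single test dose, limit read from the data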;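 further: plate controls were DMSO with enzyme for no effect and no enzyme buffer wells for full effect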
Gli-Sufu antag = Gli-Sufu pathway antagonists, primary screen, luciferase luminescence, Sufu-KO-LIGHT cells, uHTS. 340,000 tested, 0.74% active. Sufu-KO-LIGHT fibroblasts, Gli luciferase reporter luminescence. AID 588413, 2011. inhibition, % at 5 µM;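 active means inhibition above about 55%, limit read from the data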;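 further: 0% = DMSO-treated cells and 100% = wells with medium but no cells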
HKDC1 inh = HKDC1 hexokinase inhibitors, primary screen, biochemical, fluorescence, uHTS; recombinant HKDC1, G6PDH/diaphorase resazurin coupled fluorescence; inhibition, % at 20 µM; 340,000 tested, 0.16% active; AID 493160, 2011;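 active means inhibition above about 35% when tested at 20 µM, limit read from the data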;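 further: plate controls were DMSO wells with enzyme for no effect and DMSO wells lacking enzyme for full effect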
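Test system: recombinant HKDC1 (HK5) hexokinase enzyme, produced in-house / Doses: 20 µM test compound, 1% DMSO / Timing: 90 min, room temperature / Detection: G6PDH/diaphorase-coupled fluorescence, 1 mM NADP, 100 µM resazurin, 525/613 nm / Control set: DMSO wells with and without enzyme mix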
UBC13 polyUb = UBC13 polyubiquitin chain formation inhibitors, primary screen, biochemical, TR-FRET, uHTS. Ubiquitin-conjugating enzyme E2 N (Homo sapiens), P61088. inhibition, % at 20 µM. 330,000 tested, 0.47% active. AID 485273, 2010; in the data active means inhibition above about 45%, passing the limit was not always enough
697 NFkB inh = inhibitors of PMA/ionomycin-induced NF-kB reporter, 697 cells, primary screen, B-cell NF-kB inhibitor project, cell-based, luminescence, uHTS; 330,000 tested, 0.33% active; inhibition, % at 4 µM; AID 435022, 2010; 697 B-cell NF-kB luciferase reporter, 16 h; in the data active means inhibition above about 35%
Jurkat NFkB inh = inhibitors of induced NF-kB luciferase reporter, primary screen, TCR NF-kB activation inhibitor project, cell-based, luminescence, uHTS. AID 435003, 2010. Jurkat, PMA/ionomycin-induced NF-kB luciferase reporter. inhibition, % at 4 µM. 330,000 tested, 0.53% active
An asterisk follows results filed as active; / = not tested or not shown. Unless noted, no stated cut-off is given here; in the data, active means inhibition above about 50%; inactive means the rest.

molecule,697 NFkB inh,Gli-Sufu antag,Apaf-1 inh,Jurkat NFkB inh,SENP8 block,SENP7 block,UBC13 polyUb,HKDC1 inh
Cc1[nH][nH]c(=O)c1C(c1ccc(N(C)C)c(Br)c1)c1c(C)[nH][nH]c1=O,10,22,3,-6,-5,-8,-25,-5
COc1ccc(NC(=O)c2cc3cc(OC)ccc3oc2=N)cc1,-11,-12,19,-6,-6,-1,-2,3
CC(NC(=O)c1cccnc1)C(=O)O (configuration not stated),0,-9,-2,-16,4,-1,-11,-9
CCCc1cc(C(=O)OC)c(NC(=O)CCC(=O)O)s1,15,-1,4,21,0,1,2,-5
Oc1c(Cl)cc(Cl)cc1/C=N/c1nccs1,-20,-1,15,-7,7,4,-6,4
COc1ccc(F)c(CN2CCC(n3nccc3NC(=O)CCCc3ccccc3)CC2)c1,22,19,3,3,2,13,11,6
C=CCn1c(SCc2ccc(C#N)cc2)nnc1-c1ccccc1,0,0,12,-12,-5,-12,-10,11
COc1ccc(Oc2c(Cl)cnn(-c3ccc(F)cc3)c2=O)cc1,-7,4,14,-8,8,-1,-2,0
CC(C)C(=O)NC(NC1CCS(=O)(=O)C1)C(Cl)(Cl)Cl (configuration not stated),22,6,-3,-9,13,10,-3,5
COc1ccc(C(CC(=O)NCc2ccccc2)Sc2n[nH]c(-c3ccc(Cl)cc3)n2)cc1 (configuration not stated),-8,4,-14,-23,-17,-10,-29,-11
Cc1occc1C(=O)NNC(=O)Nc1ccc(Cl)c(Cl)c1,-1,8,-16,-5,3,-4,7,15
COc1ccc([C@H]2CC(=O)C=C(c3ccccc3C(F)(F)F)C2)cc1,-6,11,22,11,7,8,3,-1
CC(C)NC(=S)Nc1ccc2[nH]c(=O)[nH]c2c1,4,7,-24,-3,5,8,-11,-4
O=C(NS(=O)(=O)NC1CCCCC1)C1=C(N2CCCC2)COC1=O,10,-2,0,4,0,-6,14,-1
CC(C)(C)NC(=O)COc1ccc(CNc2ncn[nH]2)cc1,1,0,-22,16,4,-8,3,-5
COC(=O)C(Cc1c[nH]c2ccccc12)NC(=O)c1cccc(S(=O)(=O)N2CCCCC2)c1 (configuration not stated),-15,-10,8,-9,6,-7,-7,-5
O=C(CCCOc1ccccc1)Nc1ccc(Br)cc1,-2,0,3,-20,-6,2,-7,-2
O=[N+]([O-])c1ccc(/C=N/n2c(C3CCCCC3)n[nH]c2=S)cc1,-4,12,22,4,-9,-6,-16,-2
Cc1ccc(C(=O)NNC(=S)NC(=O)c2ccc(Cl)cc2)cc1,17,-1,0,18,6,5,-21,-4
COc1ccc(/C=C/C(=O)c2ccccc2)cc1COc1ccccc1F,12,-9,11,3,2,-5,-7,17
CNC(=O)N(O)C1N(/N=C/c2cccnc2)C(=S)SC1(C)C (configuration not stated),2,-1,-7,0,-5,-2,-10,-2
C/C(=N\OCC(=O)N/N=C/c1ccccc1O)c1cccs1,-9,8,14,12,-4,-3,7,-19
COCCNC(=O)/C(C#N)=C\c1ccc(CNS(=O)(=O)c2ccc(C)cc2)o1,1,-4,1,7,-8,4,8,9
COc1ccc(C(=O)COC(=O)CCn2nnc(-c3cccc(O)c3OC)n2)cc1,12,-8,-2,10,2,-3,1,-11
O=C(NNS(=O)(=O)c1ccc(Cl)cc1)c1cc(-c2ccccc2)n[nH]1,11,-16,-21,14,3,4,-1,-2

An excerpt from above in order of formula weight, largest number first.
molecule,697 NFkB inh,Gli-Sufu antag,Apaf-1 inh,Jurkat NFkB inh,SENP8 block,SENP7 block,UBC13 polyUb,HKDC1 inh
COC(=O)C(Cc1c[nH]c2ccccc12)NC(=O)c1cccc(S(=O)(=O)N2CCCCC2)c1 (configuration not stated),-15,-10,8,-9,6,-7,-7,-5
COc1ccc(C(=O)COC(=O)CCn2nnc(-c3cccc(O)c3OC)n2)cc1,12,-8,-2,10,2,-3,1,-11
CC(C)C(=O)NC(NC1CCS(=O)(=O)C1)C(Cl)(Cl)Cl (configuration not stated),22,6,-3,-9,13,10,-3,5
CNC(=O)N(O)C1N(/N=C/c2cccnc2)C(=S)SC1(C)C (configuration not stated),2,-1,-7,0,-5,-2,-10,-2
O=C(CCCOc1ccccc1)Nc1ccc(Br)cc1,-2,0,3,-20,-6,2,-7,-2
CC(C)(C)NC(=O)COc1ccc(CNc2ncn[nH]2)cc1,1,0,-22,16,4,-8,3,-5

The list goes on:
molecule,697 NFkB inh,Gli-Sufu antag,Apaf-1 inh,Jurkat NFkB inh,SENP8 block,SENP7 block,UBC13 polyUb,HKDC1 inh
Cc1cccc(C(=O)NC2CCCc3ccccc32)c1 (configuration not stated),7,/,8,5,-9,-11,-4,/
CCn1c(SCC(=O)Nc2ccc3[nH]c(=O)[nH]c3c2)nc2ccccc21,4,4,4,-9,1,-7,-2,-1
COC(=O)Nc1nc2ccc(Sc3ccccc3)cc2[nH]1,-104,-44,-2,38,-1,-10,-14,-1
Cc1cc(NS(=O)(=O)c2ccc(NC(=S)NC(=O)c3ccc(C(C)(C)C)cc3)cc2)no1,-20,-13,27,6,8,1,-14,1
CCCCNC(=O)C1CCCN(S(=O)(=O)c2ccc(S(=O)(=O)NCC(C)C)cc2)C1 (configuration not stated),4,8,3,5,4,12,-2,-12
CC(=O)Nc1nc(-c2ccc(Cl)cc2)nc(C)c1C(C)=O,-32,-6,14,-41,-6,-12,41,17
O=C(Nc1cnn(C23CC4CC(CC(C4)C2)C3)c1)c1cnn2c(C(F)(F)F)cc(-c3ccco3)nc12,11,11,13,-6,7,1,-12,-5
Cc1cccc(/C=N/NC(=O)c2cc(C)nc3ccccc23)n1,4,-5,-12,-2,1,4,-17,-2
COc1ccc(-c2ccc(CO)o2)cc1N,-10,-21,-12,-8,-4,2,8,-2
O=C(Nc1ccc(OC(F)F)c(Cl)c1)Nc1ccc2c(c1)OCO2,-53,-5,12,-20,-18,1,-15,3
COC(=O)c1ccccc1NC(=O)N1CCN(c2ccc(F)cc2)CC1,15,-4,21,-2,-7,0,1,-13
CNC(=S)Nc1ccc(Br)cc1,5,-4,34,-6,-9,3,-1,-6
COc1ccc(CN(C)C(=O)c2ccc(NC(=O)CC3SC(N4CCCC4)=NC3=O)cc2)c(OC)c1 (configuration not stated),10,7,6,2,1,2,2,4
COc1ccccc1NC(=O)c1cc([N+](=O)[O-])ccc1NCCN1C(=O)CCC1=O,3,-3,3,-10,-3,8,4,-3
COc1ccc(C(=O)NCc2ccc(S(N)(=O)=O)cc2)cc1[N+](=O)[O-],15,-1,-3,0,-2,7,14,-2
CCOC(=O)c1[nH]c(C=O)c(C(=O)OCC)c1C,-31,34,-1,59*,-6,2,14,3
Cc1cc2ncc(-c3ncc(C(F)(F)F)cc3Cl)cn2n1,-87,-13,-1,-96,26,59*,-11,-6
O=C(NCc1ccccn1)c1cccs1,-6,2,12,-24,-8,-12,-10,-7
Cc1cccc(N(CC(=O)NCc2ccco2)C(=O)CNS(=O)(=O)c2ccc(F)cc2)c1,-13,-16,0,-23,-10,-6,-12,8
CC(C)NC(=O)C(C)Oc1ccc(S(=O)(=O)NCc2ccc3c(c2)OCO3)cc1 (configuration not stated),-28,5,-2,-2,6,-1,-4,-2
c1ccc(C[n+]2csc3ccccc32)cc1,-14,7,-11,-18,8,16,17,-5
COc1cccc(N2CCN(C(=O)c3cccc(NC4=NC5CS(=O)(=O)CC5S4)c3)CC2)c1 (configuration not stated),5,-7,0,11,-9,11,-4,-5
COCCCn1c(=O)c2ccccc2n(CC(=O)NC2CCCC2)c1=O,7,-5,2,5,-8,-8,2,-7
c1ccc(OCCCCn2cnc3ccccc32)cc1,-65,5,15,-1,-5,-6,-1,-5
Cc1nnsc1C(=O)Nc1ccc(S(=O)(=O)N2CCCCC2C)cc1 (configuration not stated),-14,8,7,2,-9,-10,0,-1
Cc1nnc(SCc2c(Cl)cccc2Cl)n(N)c1=O,0,7,1,8,-4,2,5,-6
CCOC(=O)CN(C(=O)CNC(=O)c1cccs1)C(C(=O)NC1CCCC1)c1cccnc1 (configuration not stated),19,1,-2,-11,6,-2,5,1
CNC(=O)c1ccc(NC(=O)Nc2ccccc2)cc1,-12,-12,-5,-30,13,23,0,-4
COc1ccccc1NC(=O)C(=O)c1cn(CC(=O)N2CCOCC2)c2ccccc12,-53,-64,3,-52,47,56*,2,0
Cc1ccc(/C(O)=C2/C(=O)C(=O)N(CCN3CCOCC3)C2c2ccccn2)cc1 (configuration not stated),-6,-2,13,-3,-1,2,-11,-1
COc1ccc(C(C(=O)NCC2CCCO2)N(Cc2cccs2)C(=O)c2snc(C(N)=O)c2N)cc1 (configuration not stated),21,29,7,15,1,4,9,-5
Cc1ccc(C)c(NC(=O)c2ccccn2)c1,-13,-10,-8,-14,2,19,0,-5
N#Cc1ccc(-c2ccccc2)nc1Sc1ccc(F)cc1,-16,-5,8,5,-6,-15,0,-11
CCS(=O)(=O)Nc1cccc(-c2cc(-c3ccccc3)c3cc(C)ccc3n2)c1,-15,-4,10,-6,-3,3,8,-2

Whole records as entered above. Screens in order: 697 NFkB inh, Gli-Sufu antag, Apaf-1 inh, Jurkat NFkB inh, SENP8 block, SENP7 block, UBC13 polyUb, HKDC1 inh
Record of Cc1nnc(SCc2c(Cl)cccc2Cl)n(N)c1=O = 0, 7, 1, 8, -4, 2, 5, -6
Record of Cc1ccc(C)c(NC(=O)c2ccccn2)c1 = -13, -10, -8, -14, 2, 19, 0, -5
Record of N#Cc1ccc(-c2ccccc2)nc1Sc1ccc(F)cc1 = -16, -5, 8, 5, -6, -15, 0, -11
Record of Cc1ccc(/C(O)=C2/C(=O)C(=O)N(CCN3CCOCC3)C2c2ccccn2)cc1 (configuration not stated) = -6, -2, 13, -3, -1, 2, -11, -1
Record of COc1ccccc1NC(=O)C(=O)c1cn(CC(=O)N2CCOCC2)c2ccccc12 = -53, -64, 3, -52, 47, 56*, 2, 0

Three of the entries above in order of the SENP7 block value, smallest number first.
| molecule | 697 NFkB inh | Jurkat NFkB inh | SENP8 block | SENP7 block | UBC13 polyUb | HKDC1 inh |
| --- | --- | --- | --- | --- | --- | --- |
| N#Cc1ccc(-c2ccccc2)nc1Sc1ccc(F)cc1 | -16 | 5 | -6 | -15 | 0 | -11 |
| COc1ccc(C(C(=O)NCC2CCCO2)N(Cc2cccs2)C(=O)c2snc(C(N)=O)c2N)cc1 (configuration not stated) | 21 | 15 | 1 | 4 | 9 | -5 |
| CNC(=O)c1ccc(NC(=O)Nc2ccccc2)cc1 | -12 | -30 | 13 | 23 | 0 | -4 |

Source: PubChem BioAssay (Sanford-Burnham Center for Chemical Genomics)
